V1R ag counter = activates human V1a receptor in oxytocin agonist counter-screen; P37288; CHO-V1R cells, Fluo-8 calcium fluorescence, agonist mode; 0% DMSO, 100% 3 nM vasopressin; activation, % at 3 µM; 320,000 tested, 0.25% active; AID 2797;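 active = activation above the mean activation of all tested compounds plus 3 SD, per screening run, cut at about 20% in these data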;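 note: signal is peak over basal fluorescence ratio across a 100 second FLIPR read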
Target sequence (P37288 whole entry, looked up): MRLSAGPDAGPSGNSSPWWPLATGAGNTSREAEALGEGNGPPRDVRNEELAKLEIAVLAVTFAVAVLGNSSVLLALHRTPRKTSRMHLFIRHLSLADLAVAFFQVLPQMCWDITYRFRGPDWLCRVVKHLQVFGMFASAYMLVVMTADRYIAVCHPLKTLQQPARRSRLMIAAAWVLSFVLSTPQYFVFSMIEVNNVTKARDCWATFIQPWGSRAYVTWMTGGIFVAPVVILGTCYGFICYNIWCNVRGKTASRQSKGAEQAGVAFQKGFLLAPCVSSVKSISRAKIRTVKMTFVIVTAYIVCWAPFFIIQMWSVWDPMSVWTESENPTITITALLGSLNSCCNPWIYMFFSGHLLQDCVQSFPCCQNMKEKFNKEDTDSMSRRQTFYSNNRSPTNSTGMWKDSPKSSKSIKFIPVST
M1 ag parental = nonselective activator or artifact in parental CHO-K1 cells; activation, % at 3 µM; 360,000 tested, 0.48% active; Fluo-8 calcium fluorescence; scaled to maximal ATP response, vehicle zero; in the data active = activation above about 15%;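 note: untransfected CHO-K1 host cells lacking M1 receptor as counterscreen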
CHO-K1 Ca antag = nonselective inhibitor or artifact in parental CHO-K1 cells | ATP-induced calcium, Fluo-8 fluorescence | inhibition, % at 3 µM | 360,000 tested, 0.6% active;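 active = inhibition above a per-plate cutoff, the plate's mean sample inhibition plus 3 SD, cut at about 24% in these data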;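 note: 0% = DMSO plus EC80 ATP and 100% = DMSO alone without ATP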
OXTR agonist = activates the human oxytocin receptor. P30559. CHO-OTR cells, Fluo-8 calcium fluorescence; normalized: DMSO 0%, oxytocin 100%. activation, % at 3 µM. 320,000 tested, 0.32% active. AID 2435;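 active = activation above the mean of all tested compounds plus 3 SD, cutoff set per screening run, cut at about 20% in these data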;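 note: peak over basal fluorescence ratio from a 100 s FLIPR kinetic read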
M1 PAM parental = M1 PAM counterscreen hit in parental CHO-K1 cells. ATP EC20, Fluo-8 calcium fluorescence; 0% at ATP EC20, 100% at ATP max. activation, % at 3 µM. 360,000 tested, 0.02% active. AID 602247;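 active = activation above the run cutoff, the mean activation of all test compounds plus 3 SD, cut at about 40% in these data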;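 note: peak over basal fluorescence ratio in a 140 s read after ATP addition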
OXTR potentiator = human OXTR potentiation; P30559; CHO-OTR cells, Fluo-8 calcium fluorescence, potentiator mode; 0% = oxytocin EC15, 100% = EC100; 320,000 tested, 0.061% active; AID 2445; activation, % at 3 µM;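 active = activation above that plate's cutoff, the mean activation of tested compounds plus 3 SD, cut at about 6.6% in these data, passing the limit was not always enough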;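 note: 100% uses oxytocin at 75 nM as the full agonist control; some results filed as inactive read as strong as hits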
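Assay system: CHO cell line stably expressing human OTR | Also added: Oxytocin at about EC15, sub-maximal agonist stimulus | Times: Compound 6 min at room temperature before oxytocin, 100 s read | Measured by: Fluo-8 intracellular calcium fluorescence, ex 470-495, em 515-575 nm | Controls: EC15 oxytocin alone as 0%, 75 nM oxytocin as 100%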
CHO parental Ca = counter-screen: ATP calcium response change in parental CHO cells. parental CHO-K1, ATP-induced calcium, Fluo-8 fluorescence. inhibition, % at 5.6 µM. AID 463079. 330,000 tested, 0.63% active;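 active = inhibition above that plate's mean sample inhibition plus 3 SD, cut at about 26% in these data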;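 note: 0% = ATP-challenged DMSO wells and 100% = DMSO wells without ATP; some compounds past the cut are filed as inactive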
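Assay system: untransfected parental CHO cell line. Also added: ATP agonist challenge. Dosing: one dose, 5.6 µM nominal. Measured by: Fluo-8 fluorescence. Read-out: % inhibition. Benchmarks: ATP wells versus no-ATP DMSO wells. Repeats: no replicates.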
GPR7 antagonist = antagonists of human GPR7 (neuropeptides B/W receptor 1); P48145; GPR7-expressing cells, fluorescence antagonist assay; inhibition, % at 4.4 µM; 290,000 tested, 1.1% active; in the data active = inhibition above about 16%, passing the limit was not always enough;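 note: cells stimulated with the agonist NPW; 0% = agonist with vehicle and 100% = vehicle without agonist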
Target sequence (P48145 whole entry, looked up): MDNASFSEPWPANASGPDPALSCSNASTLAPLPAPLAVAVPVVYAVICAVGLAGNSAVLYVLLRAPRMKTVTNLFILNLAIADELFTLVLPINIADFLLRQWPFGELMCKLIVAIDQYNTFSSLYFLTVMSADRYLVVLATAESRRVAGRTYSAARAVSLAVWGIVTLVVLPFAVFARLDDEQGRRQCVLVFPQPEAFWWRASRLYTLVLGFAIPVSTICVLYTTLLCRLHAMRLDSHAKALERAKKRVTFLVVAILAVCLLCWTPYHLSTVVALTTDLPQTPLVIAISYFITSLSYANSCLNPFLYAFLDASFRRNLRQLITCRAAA
TAAR1 antag = human TAAR1 antagonism; AID 624466; CHO RD-HGA16 TAAR1, Fluo-8 calcium fluorescence, antagonist; inhibition, % at 3 µM; 360,000 tested, 1.5% active;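 active = inhibition above a per-plate cutoff, the mean inhibition of test compounds on that plate plus 3 SD, cut at about 49% in these data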;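 note: 0% = DMSO plus EC80 beta-PEA response and 100% = DMSO alone without agonist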
Target sequence (Q96RJ0 whole entry, looked up): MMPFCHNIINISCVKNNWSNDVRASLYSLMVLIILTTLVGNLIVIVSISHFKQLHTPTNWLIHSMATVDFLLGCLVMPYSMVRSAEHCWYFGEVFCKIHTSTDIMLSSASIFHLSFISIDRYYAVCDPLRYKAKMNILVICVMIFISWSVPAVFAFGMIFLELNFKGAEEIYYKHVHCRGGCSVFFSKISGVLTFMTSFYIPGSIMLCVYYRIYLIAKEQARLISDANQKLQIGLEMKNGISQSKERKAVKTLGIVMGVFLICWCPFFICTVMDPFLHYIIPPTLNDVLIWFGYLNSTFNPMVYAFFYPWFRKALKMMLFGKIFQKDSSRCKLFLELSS
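Material: RD-HGA16 CHO cells with stable hTAAR1 and Gα16; Dosing: single nominal final test compound concentration of 3 µM; Schedule: seeding 17-24 h prior, 75-min 37 °C, 30-min RT dye loading; Detection: kinetic Fluo-8 calcium fluorescence measurement; Measure: % inhibition from peak post-agonist over basal fluorescence ratio; Benchmarks: vehicle and agonist controls.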
Starred values were filed as active, the others as inactive; . = no result given. The order is random. About 3.5% of those tested had a hit in this group.

Sample of the layout:
Molecule	V1R ag counter	M1 ag parental	CHO-K1 Ca antag	OXTR agonist	M1 PAM parental	OXTR potentiator	CHO parental Ca	GPR7 antagonist	TAAR1 antag
CCC(C)C(NC(=O)c1ccc(Cl)cc1)C(=O)Nc1cccnc1 (stereo unspecified)	-0.7	-0.3	10	-0.2	-16	2	-13	-4	-31
CCOC(=O)c1nc(Nc2ccc(C(=O)OC)cc2)c2ccccc2n1	-2.0	1.9	4	-1.9	1	-4	-22	-7	24

The list itself, from the first entry:
Molecule	V1R ag counter	M1 ag parental	CHO-K1 Ca antag	OXTR agonist	M1 PAM parental	OXTR potentiator	CHO parental Ca	GPR7 antagonist	TAAR1 antag
CCC(C)C(NC(=O)c1ccc(Cl)cc1)C(=O)Nc1cccnc1 (stereo unspecified)	-0.7	-0.3	10	-0.2	-16	2	-13	-4	-31
CCOC(=O)c1nc(Nc2ccc(C(=O)OC)cc2)c2ccccc2n1	-2.0	1.9	4	-1.9	1	-4	-22	-7	24
Brc1ccc(-c2ncc3ccccn23)cc1	-2.0	0.0	2	-2.3	-11	8	-19	-10	4
CN(CCc1ccccn1)C(=O)c1nn2c(C(F)(F)F)cc(-c3ccco3)nc2c1Cl	1.6	1.9	-7	-0.3	9	-4	-19	6	-13
Cc1cc(F)ccc1-c1cc(C(=O)Nc2ccccc2)[nH]n1	.	2.8	-9	.	9	.	.	.	6
Cn1ncc(N=Cc2ccc([N+](=O)[O-])cc2)c1C(=O)Nc1ccccc1	-0.2	0.2	2	-0.1	4	4	-4	-16	-10
NC(=O)c1ccccc1NC(=O)CC12CC3CC(CC(C3)C1)C2	-1.0	0.7	5	-1.3	0	-15	-8	-12	-18
Cc1ccc(C(=O)N(CC(=O)Nc2ccc(Cl)c(Cl)c2)Cc2ccco2)cc1	2.1	-0.2	-6	0.5	15	-3	-20	3	10
CN(C)c1nc(NCc2ccccc2)nc(Oc2ccc(=O)[nH]n2)n1	1.1	0.5	-2	-0.3	19	-9	-6	-5	-16
CC(OCC(O)CN(C)CCOc1ccccc1)c1ccc(Cl)cc1 (stereo unspecified)	2.0	0.4	0	6.2	-1	-6	-15	3	-12
O=C(O)c1cc2c(cn1)[nH]c1ccccc12	0.8	0.2	-9	1.7	-3	-4	1	-9	-17
CC1(C)CC2CC(C)(CN2S(=O)(=O)c2cccc(N)c2)C1 (stereo unspecified)	-0.6	0.2	0	3.1	8	-15	-31	-12	1
Cc1nc(SCC(=O)NC2CCS(=O)(=O)C2)c2c3c(sc2n1)CCCC3 (stereo unspecified)	.	-0.2	12	.	-28	.	.	.	12
Cc1ccccc1NC(=O)CSc1nc(-c2ccccc2)cc(=O)[nH]1	-0.1	1.4	-6	0.8	8	2	-15	-7	-15
O=C(CSc1ncn[nH]1)N(C1CCCCC1)C1CCCCC1	-0.4	1.1	-8	-2.0	28	3	-22	-7	-15
CC(C)CC(NC(=O)CNC(=O)C1O[C@@H]2OC(C)(C)O[C@@H]2[C@H]2OC(C)(C)O[C@@H]12)C(=O)O (stereo partly specified)	-0.1	1.1	-3	-0.2	8	-12	-5	13	-32
CCN1CCN(S(=O)(=O)c2ccc(Cl)c(C(=O)N(C)Cc3ccccc3)c2)CC1	0.1	0.2	24*	-0.1	17	-8	-21	.	5
COCCC(=O)N1CCCC(C(=O)c2ccc(C(F)(F)F)cc2)C1 (stereo unspecified)	0.3	0.7	-1	-0.3	3	5	-4	-7	-14
Cc1ccc(NC(=O)Nc2ccc(Cl)c(Cl)c2)nc1	-0.5	0.5	-13	-0.4	22	-10	-1	-8	-7
O=C(CN1CCCCCC1)NC(c1ccccc1)c1ccccc1	0.3	-0.1	8	-1.5	-10	5	-14	-4	-6
CCn1nc(C)c(CN2CCc3c([nH]c4ccccc34)C2C(C)(C)C)c1C (stereo unspecified)	-0.9	-0.3	-3	-0.2	12	-6	-23	-16	-4
CC(=O)c1ccc(S(=O)(=O)NC2CCSc3ccccc32)cc1 (stereo unspecified)	6.3	5.6	-5	2.5	8	-9	-6	1	2
CC(C)CCn1cnc2c1c(=O)[nH]c(=O)n2Cc1ccccc1	1.3	0.3	15	0.7	-11	-6	-7	7	-2
O=C(COC(=O)c1ccccc1-n1cnnn1)c1ccccc1	0.6	8.3	-2	0.2	9	0	-12	.	-11
CC(=O)N1c2ccc(S(=O)(=O)NCCC(=O)NCc3ccc(Cl)cc3)cc2CC1C (stereo unspecified)	13	3.8	-13	4.0	23	-6	-10	5	-21
CCCN1CCC(=NNc2ccc(S(N)(=O)=O)cc2[N+](=O)[O-])CC1	-0.7	0.2	4	0.7	-19	-15	-5	-17	-6
Cc1cc(N2C(=O)C=CC2=O)c([N+](=O)[O-])cc1C	0.4	0.8	-3	1.6	10	-1	4	-14	.
COC(=O)c1ccc(NC(=O)C(=O)N2CCN(C(=S)Nc3cccc(OC)c3)CC2)cc1	4.1	3.7	-12	3.3	17	-6	-12	-6	-15
N#Cc1nc(-c2ccc(OCc3ccccc3)cc2)oc1NCCCN1CCOCC1	7.1	2.9	-6	12	15	-19	-6	9	14
O=C(c1cccc(Br)c1)N1CCCC1	-0.3	0.7	2	-0.4	-4	0	0	-2	12
Cc1c(Cl)cccc1NC(=O)CN1CCN(CCN=CC2=C(O)CC(c3ccccc3)CC2=O)CC1 (stereo unspecified)	0.0	7.4	7	1.5	14	-2	-18	-7	14
O=C(O)CCN=CC1=C(O)CC(c2ccccc2)CC1=O (stereo unspecified)	0.6	1.6	-13	1.2	0	7	7	-10	-13
O=C(CN1c2cccc3cccc(c23)S1(=O)=O)N1CCN(c2ccc(F)cc2)CC1	3.4	7.1	-15	0.1	9	-6	-16	.	15
Cc1cccc(-n2nc3c(c2NC(=O)C(C)C)CSC3)c1	0.3	-0.6	2	-0.7	-6	-4	-12	3	-9
O=C(C1=NOC2(C1)C(=O)Nc1ccccc12)N1CCCC1 (stereo unspecified)	.	1.8	-1	.	2	.	.	.	-6
O=C(O)/C=C/c1ccc(S(=O)(=O)Nc2cccnc2)cc1	1.1	1.0	-14	1.0	12	4	9	-15	3
Clc1ccc(-c2csc(N3CCN(c4ccccc4)CC3)n2)cc1	0.2	1.0	-1	-0.2	9	-14	-10	-4	-16
Cc1ccc(CNC(=O)C2CCCCC2C(=O)O)cc1 (stereo unspecified)	-0.5	-0.1	4	0.5	11	-1	-5	16	4
COC(=O)c1cc2c(cc1Cl)SC(=NCCCN1CCOCC1)NS2(=O)=O	-1.0	0.0	-7	-1.6	12	-3	-12	-9	-12
Cc1ccc(Oc2ccccc2NC(=O)CSCC(=O)Nc2cc(C)on2)cc1	4.1	6.4	12	4.6	-6	-11	-6	.	-14
COc1ccc(CNc2nc(NCc3ccc(OC)cc3)c3[nH]cnc3n2)cc1	4.9	-0.5	-10	5.2	19	-11	-7	.	-44
COc1ccc(-n2c(C)cc(C(=O)COC(=O)Cn3cnc4ccccc43)c2C)cc1	11	8.6	33*	13	2	-10	34*	0	27
O=C(O)c1cc(Cl)c2c(c1)[C@@H]1C=CC[C@@H]1[C@H](c1ccc(S(=O)(=O)N3CCOCC3)cc1)N2	0.4	0.2	-4	1.1	11	-3	-5	-1	.
CCC(C)(C)n1nnnc1C(C(C)C)N(CCN1CCOCC1)Cc1cc2cccc(C)c2[nH]c1=O (stereo unspecified)	0.6	-0.2	-9	-0.9	15	-3	-15	-7	-9
CC1=C(C(=O)OCc2ccccc2)C(c2ccc(C(F)(F)F)cc2)NC(=O)N1CCCCCC(=O)O (stereo unspecified)	-0.2	-0.6	-14	-1.1	7	-2	-13	-6	14
O=S(=O)(NC1CCCCCCC1)c1ccccc1	0.6	0.3	7	-2.5	-6	0	-5	-11	-17
COc1ccc(-c2cnc3c(NC(C)=O)cc(-c4ccc(S(C)(=O)=O)cc4)cn23)cc1OC	.	-0.6	-14	.	13	.	.	.	-49
Cc1cccc(C(=O)NNC(=S)NC(=O)c2ccccc2)c1	108*	100*	35*	83*	-32	-22	37*	.	107*
CC(C)C(=O)Nc1ccc(C(=O)N/N=C/c2cc(Br)cc(Br)c2O)cc1	0.9	1.8	-10	0.0	20	-10	-6	-11	6
COc1cc(SC#N)ccc1N=Cc1c(C)[nH]n(-c2cccc3ccccc23)c1=O	-0.6	.	.	-2.1	.	-17	8	13	.
N#CCCN(Cc1ccccc1)C(=O)CCC(=O)c1ccc(F)cc1	.	2.4	-16	.	22	.	.	.	-8
O=C(COC(=O)c1ccc(O)cc1)NCc1ccc2c(c1)OCO2	2.5	2.6	0	2.2	15	-7	13	10	4
Cc1cccc(-n2ccc(=O)c(C(=O)Nc3ccc(S(=O)(=O)Nc4nccc(C)n4)cc3)n2)c1	-0.4	0.9	-3	0.8	9	2	-7	0	-28
COc1ccc(C(C)C)cc1S(=O)(=O)N1CCN(C)CC1	0.4	0.4	-6	0.0	14	-5	-11	-5	-10
O=[N+]([O-])c1cc(S(=O)(=O)N2CCCC2)ccc1NN=C1CCCC1	0.1	0.3	-14	-0.8	28	-1	-2	4	9
O=C(CN1C(=O)NC(c2ccccc2)(c2ccccc2)C1=O)NCc1cccs1	0.6	0.7	-8	0.4	1	-6	-10	.	-1
CCOC(=O)Nc1c(C(=O)OC)[nH]c2cccc(OC)c12	-0.4	0.2	-1	-0.3	10	-2	-10	0	-7
Cc1cc(NC(=O)CSC2=NS(=O)(=O)c3cc(F)ccc3N2)no1	1.1	0.3	3	1.0	8	-1	-11	.	-2
COCCN(C(=O)CCCC(=O)Nc1ccccn1)C(C(=O)NC1CCCCC1)c1ccc(C)cc1 (stereo unspecified)	0.7	0.8	-9	-1.2	12	-13	-1	5	-26
COc1ccc2c(=O)c3c(=O)n(Cc4ccco4)c(-c4ccccc4)nc3oc2c1	-1.7	0.2	-8	-1.4	7	-4	-18	14	-7

Remaining list, next part.
Molecule	V1R ag counter	M1 ag parental	CHO-K1 Ca antag	OXTR agonist	M1 PAM parental	OXTR potentiator	CHO parental Ca	GPR7 antagonist	TAAR1 antag
OCc1ccccc1SSc1ccccc1CO	6.2	7.3	-7	0.1	18	-4	-9	.	-4
CN(CC(=O)OCC(=O)NC1CCCC1)S(=O)(=O)c1ccc(Cl)cc1	0.4	-0.1	4	0.6	1	-5	-12	.	-15
CCOC(=O)Cc1ncccc1C(=O)Nc1ccc(OC)cc1	0.6	1.2	-7	0.6	23	8	-7	-6	1
CC1C/C(=N/NC(=O)c2cccc(F)c2)c2ccc(O)cc2C1 (stereo unspecified)	1.3	4.5	-7	1.5	7	3	-9	2	10

Assay outcomes as filed in PubChem BioAssay.
